# Assay outcomes: PubChem, National Center for Advancing Translational Sciences (NCATS)
# Rab9 prom act = activates the Rab9 promoter; Huh7 Rab9 promoter-luciferase reporter, luminescence, 24 h; Potency, µM (highest dose often 9.22 µM), for inactives: top-dose activation, negative = inhibition, most hits filed as activators; actives 2.8% (n = 320,000); AID 485297; also: potency is read from the fitted curve at half-maximal effect; % of control where 0% means no effect; nearly all actives have a fitted effect of over 60% in size
#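 Promoter activation is measured as luciferase luminescence in Huh7 cells stably transfected with a Rab9 promoter–luciferase construct, following 24 h compound exposure at 37 °C and 10 min reagent incubation at ambient temperature.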
# NPC1 prom act = NPC1 promoter activation | Huh7 NPC1 promoter luciferase reporter, 24 h | Potency, µM (titrated, usually from 9.22 µM), inactives show top-dose activation, actives largely listed as activators | actives 2.4% (n = 320,000);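 also: potency is read from the fitted curve at half-maximal effect; % of control where 0% means no effect; nearly all actives have a fitted effect of over 60% in size; reporter is driven by a mutant NPC1 promoter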
#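 Luminescence from an NPC1 promoter-driven luciferase reporter in stably transfected Huh7 cells was measured after 24 h compound treatment at 37 °C, followed by 10 min ambient incubation with luciferase detection reagent.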
# Tb PFK block = T. brucei PFK enzyme inhibition; O15648; T. brucei PFK, ADP-Glo luminescence; Potency, µM (highest dose often 57.5 µM), inactives show top-dose activity, negative = inhibition, most hits filed as inhibitors; actives 0.17% (n = 330,000); AID 485367;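 also: potency is read from the fitted curve at half-maximal effect; 0% = uninhibited 1x PFK enzyme wells and -100% = no-enzyme wells; nearly all actives have a fitted effect of over 60% in size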
# Target sequence (O15648 whole entry, looked up): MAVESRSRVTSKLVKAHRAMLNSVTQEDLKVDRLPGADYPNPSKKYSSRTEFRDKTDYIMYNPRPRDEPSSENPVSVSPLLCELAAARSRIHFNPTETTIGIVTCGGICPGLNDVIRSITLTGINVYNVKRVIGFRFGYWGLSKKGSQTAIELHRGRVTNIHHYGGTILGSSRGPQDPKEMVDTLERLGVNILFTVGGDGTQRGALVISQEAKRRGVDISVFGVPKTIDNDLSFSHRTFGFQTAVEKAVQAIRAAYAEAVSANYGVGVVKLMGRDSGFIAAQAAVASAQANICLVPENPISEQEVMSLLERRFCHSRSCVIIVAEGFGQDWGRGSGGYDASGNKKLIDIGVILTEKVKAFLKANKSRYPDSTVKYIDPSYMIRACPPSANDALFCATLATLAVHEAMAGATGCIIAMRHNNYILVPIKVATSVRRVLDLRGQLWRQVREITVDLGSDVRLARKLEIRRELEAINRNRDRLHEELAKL
#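 Compounds were pin-transferred as a titration series up to 57 uM into substrate buffer (0.5 mM F6P, 0.1 mM ATP, pH 8.0), then 1.25 nM PFK was added and reactions ran 45 min before ADP-Glo detection.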
# FLuc counter = firefly luciferase modulation, counter-screen for miR-21 project. P08659. purified FLuc, Km substrates, luminescence inhibition. Potency, µM (doses to about 57.5 µM), for inactives: top-dose activity change, negative = inhibition, actives largely listed as inhibitors. actives 6.9% (n = 360,000). AID 588342;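 also: potency is read from the fitted curve at half-maximal effect; plate controls were vehicle for no effect and reference inhibitor for full effect; nearly all actives have a fitted effect of over 55% in size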
# Target sequence (P08659 whole entry, looked up): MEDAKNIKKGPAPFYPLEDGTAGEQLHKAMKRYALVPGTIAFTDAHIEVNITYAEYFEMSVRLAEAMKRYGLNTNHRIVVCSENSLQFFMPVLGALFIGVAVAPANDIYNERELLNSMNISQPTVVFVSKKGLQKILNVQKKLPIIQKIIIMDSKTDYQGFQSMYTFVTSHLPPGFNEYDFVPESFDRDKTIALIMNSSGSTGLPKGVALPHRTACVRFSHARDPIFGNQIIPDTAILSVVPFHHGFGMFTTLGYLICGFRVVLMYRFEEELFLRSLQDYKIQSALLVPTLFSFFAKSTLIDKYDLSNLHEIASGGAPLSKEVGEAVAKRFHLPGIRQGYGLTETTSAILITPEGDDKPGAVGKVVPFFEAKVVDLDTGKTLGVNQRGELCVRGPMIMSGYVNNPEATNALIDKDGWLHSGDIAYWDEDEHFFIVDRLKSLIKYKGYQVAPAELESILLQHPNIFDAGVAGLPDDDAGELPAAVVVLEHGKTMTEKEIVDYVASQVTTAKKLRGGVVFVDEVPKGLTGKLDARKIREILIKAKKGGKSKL
#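 Purified P. pyralis luciferase, 10 nM final, with Km-level 10 uM D-luciferin and 10 uM ATP in 50 mM Tris acetate pH 7.5, 10 mM Mg acetate, 0.01% Tween-20, 0.05% BSA; 6-point qHTS titration about 60 µM downward; luminescence read.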
# Coupling enz = counter-screen for Giardia aldolase inhibitors: coupling enzyme system; coupling enzyme system counterscreen, AmpLite Red fluorescence; activity change, negative = inhibition, % at 58.2 µM, hits read low; actives 0.67% (n = 290,000); AID 2472; in the data active = activity change below about -30%; also: % is scaled to controls: 0 for no effect and ±100 for the full control effect
#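 Counterscreen lacking aldolase: glyceraldehyde-3-phosphate coupling-enzyme reagent preincubated 10 min at RT with compound (at 57.5 uM final), then substrate/coupling system with AmpLite Red added; fluorescence read at 525/598 nm after 20 min RT.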
# uPA generation = cell surface uPA generation inhibition. actives 0.31% (n = 330,000). cell surface uPA generation assay, qHTS. AID 540303. Potency, µM (doses to about 38.3 µM), inactives show at the highest dose activity change, negative = inhibition, usual class: inhibitors; active = well fitted inhibition curve with a large enough effect; inconclusive = small, poorly fitted or top-dose-only effect; inactive = no such curve, though single readings can be large or run the other way; tested in mouse RAW 264.7 cells; also: potency is read from the fitted curve at half-maximal effect; % is scaled to controls: 0 for no effect and ±100 for the full control effect; nearly all actives have a fitted effect of over 55% in size
# Giardia killer = kills Giardia lamblia; actives 0.15% (n = 340,000); activity change, % at 7.66 µM, hits read low; Giardia lamblia trophozoite viability; in the data active = activity change below about -80%; inconclusive = between about -30% and that limit;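 also: parasites exposed to compound for two days anaerobically before the ATP read; % is scaled to controls: 0 for no effect and ±100 for the full control effect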
#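 Trophozoite viability was measured as ATP-dependent luminescence, read 15-30 min after reagent addition. Before that, parasites at 100 cells/well were exposed to compounds for 48 h, anaerobically, at 37 deg C.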
# RORgamma inh = blocks mouse ROR gamma transcriptional activity; P51450; Drosophila S2 Gal4-RORgamma UAS-luciferase reporter, 20 h; Potency, µM (top dose mostly 53.6 µM), for inactives: top-dose activity change, negative = inhibition, actives largely listed as inhibitors; actives 5.4% (n = 310,000); also: potency is read from the fitted curve at half-maximal effect; % is scaled to controls: 0 for no effect and ±100 for the full control effect; nearly all actives have a fitted effect of over 60% in size
#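 Using a luciferase readout, inhibitors were identified by reduced reporter activity in Drosophila cells coexpressing a copper-inducible Gal4–ROR gamma fusion and UAS-driven Photinus luciferase, incubated 20 hr after 700 uM copper sulfate.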
# ELG1 genotox = inducers of genotoxicity in HEK293T ELG1-luciferase cells | Potency, µM (highest dose often 46 µM), without a hit: at the top dose activity change, positive = activation, usual class: activators | actives 1.3% (n = 330,000) | HEK293T ELG1-luciferase reporter, luminescence, 16 h | AID 504466; also: potency is read from the fitted curve at half-maximal effect; % of control where 0% means no effect; nearly all actives have a fitted effect of over 60% in size
#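 After overnight (16 hr) compound treatment at 37 °C, ELG1-luciferase HEK293T cells were lysed with ONE-Glo; luminescence quantified 30 min later at room temperature.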
# Gal4-VP16 FLuc = Gal4-VP16 reporter inhibition counter-screen; Potency, µM (top dose mostly 53.6 µM), inactives show at the highest dose activity, negative = inhibition, usual class: inhibitors; actives 3.5% (n = 310,000); Drosophila S2 Gal4-VP16 UAS-luciferase, luminescence, 20 h;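 also: Gal4-VP16 expression switched on by copper sulfate through the metallothionein promoter; potency is read from the fitted curve at half-maximal effect; % is scaled to controls: 0 for no effect and ±100 for the full control effect; nearly all actives have a fitted effect of over 50% in size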
# KCNH2 3.1 block = inhibitors of human KCNH2 3.1 potassium channel isoform | U2OS KCNH2 3.1, thallium flux FluxOr; hits give low values | activity change, % (tested at about 1.8 µM) | actives 0.95% (n = 340,000);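 active = maximum activity change below -70%; inconclusive = maximum activity change from -70% to -50%; inactive = maximum activity change above -50%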;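 also: thallium influx rate constant from kinetic fluorescence after stimulation buffer; % is scaled to controls: 0 for no effect and ±100 for the full control effect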
#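 We transduce U2OS cells with the mutant 3.1 virus, culture them overnight, load FluxOr with Red40 quencher for 45 min, then add stimulation buffer and read kinetically for 2 min to derive a normalized rate constant.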
# * marks the source's active call; other numbers are inactive results; ? = inconclusive; nt = no result given; & = joins results of further samples; [ ] = dose if it differs, or a comment. Unless noted, calls follow the shape of the dose curve; as a rule, active = well fitted curve in the direction sought with a large enough effect; inconclusive = small, poorly fitted or top-dose-only effect, or another doubt; inactive = no such curve, though single readings can be large; an effect the other way counts as inactive or inconclusive. Hits appear at their usual frequency, and some 14% of all compounds hit somewhere here.
SMILES,Rab9 prom act,NPC1 prom act,Tb PFK block,FLuc counter,Coupling enz,uPA generation,Giardia killer,RORgamma inh,ELG1 genotox,Gal4-VP16 FLuc,KCNH2 3.1 block
OCCN(CC(O)COc1ccccc1)CC(O)Cn1ccc2ccccc21 (centres undefined),-1%,-1%,0%,0%,-1,-7%,41[activator],8%,-2%,0%,-14
O=C(Nc1ccccc1)N1CCC(C(=O)N2CCN(S(=O)(=O)c3cccc(F)c3)CC2)CC1,-5%,0%,-2%,0%,4,nt,-16,23%,2%,0%,-8
O=C(COc1ccccc1F)N1c2ccccc2CCc2ccccc21,-1%,0%,-6%,-1%,-2,-6%,-6,-37%,-5%,2%,-22
O=C(Nc1ccc(S(=O)(=O)N2CCCC2)cc1)c1ccc(CN2CCc3ccccc3C2)cc1,-29%,-28%,-15%,0%,-7,-15%,-9,5.6µM*,4%,1.4µM*,-45
Cc1nnc(SCC(=O)N2c3ccccc3CC2C)s1 (centres undefined),2%,-3%,-1%,0%,-3,4%,-12,3%,11%,-3%,-2
COc1ccc(OC)c(CCNC(=O)CS(=O)(=O)Cc2nc(-c3ccc(C)cc3)oc2C)c1,-7%,-2%,3%,1%,0,0%,16,-1%,-11%,5%,6
CCOc1ccccc1CNS(=O)(=O)c1csc(C(N)=O)c1,0%,1%,-6%,2%&-6%,0,1%,0,-6%,-1%,-14%,-31
O=C1N/C(=C/c2cccn2-c2ccccc2)C(=O)N1c1cccc(Cl)c1,17%,2%,1%,1%,2,5%,-12,-33%,?,?,0
O=c1cc(CSc2ccccc2)nc(-c2ccccc2)[nH]1,3%,1%,0%,-17%,-1,2%,3,23%,1%,-5%,5
CC(C)(C)c1ccc(NC(=O)COC(=O)c2ccc(NS(=O)(=O)c3ccc(F)c(F)c3)cc2)cc1,-2%,5%,0%,?,-1,-3%,20,35%,-4%,?,-23
COc1ccc(NC(=O)CN(C)C(=O)c2csc3c2CCCC3)cc1,0%,1%,0%,0%,nt,-12%,8,nt,21%,nt,?
CCOC(=O)N1CCN(C(=O)c2ccc(N(Cc3ccc(C)cc3)S(C)(=O)=O)cc2)CC1,-2%,-5%,0%,7%,3,nt,2,-1%,-5%,8%,-9
CC(=O)c1cccc(NC(=O)CCN2C(=O)C3C4CCC(C4)C3C2=O)c1 (centres undefined),1%,7%,-5%,-1%,nt,1%,6,-1%,1%,6%,nt
O=C(NCCOC(=O)c1ccc(Cl)cc1)c1cccnc1,-3%,-4%,2%,-3%,-1,0%,-10,0%,4%,-3%,-1
CCOC(=O)c1sc(=NC(=O)c2ccccc2)n(C)c1C,19%,-1%,-7%,2.1µM*,3,-7%,-7,-27%,?,-29%,-4
Cc1ccc(Oc2nc3ccccc3n3cccc23)cc1,-7%,-2%,1%,-5%,-4,0%,8,18%,-16%,3%[0.365 µM],-28
O=C(Cn1nnc(N2CCCCC2)n1)c1ccc(Cl)c(Cl)c1,-2%,0%,1%,-18%,5,11%,4,-4%,0%,4%,4
CC(C)(C)C(=O)Nc1ccccc1C(=O)N1CCCC1,-7%,0%,-5%,6%,2,3%,3,-2%,4%,1%,9
C/C(CC(=O)Nc1c(C)cc(C)cc1C)=N\NC(=O)OC(C)(C)C,-1%,-9%,0%,-2%,-2,7%,?,-10%,0%,22%,13
O=C(NCc1ccccc1)c1ccc(F)c(S(=O)(=O)N2CCOCC2)c1,0%,0%,4%,0%,2,0%,11,31%,-3%,-13%,2
CCOC(=O)C1CCCN(c2c(NCCC(C)C)c(=O)c2=O)C1 (centres undefined),-3%,-1%,2%,-2%,-1,-2%,-19,29%,-3%,6%,23
CC(C)N(Cc1nc(-c2ccccc2)no1)C(=O)CCCN1C(=O)c2ccccc2C1=O,1%,-3%,1%,-5%,2,3%,-7,8%,0%,9%,7
O=C(CCN1CCCCC1)Nc1ccccc1,8%,-5%,-4%,1%,2,3%,-6,10%,2%,4%,-6
O=C(NCC#CCSc1nnc(-c2cccc3ccccc23)o1)c1cccs1,2%,1%,1%&1%,2%,nt,nt,nt,nt,-1%,nt,nt
Cc1c(CC(=O)O)c(=O)oc2c(C)c3occ(-c4ccc(Br)cc4)c3cc12,-6%,-6%,-1%,-12%,-7,1%,-27,-10%,-3%,-12%,-8
CC1=NN(c2ccccc2)C(=O)/C1=C\C=C1\N(C)c2ccccc2C1(C)C,-9%,-3%,-8%,-20%,-5,6%,-9,10%,-12%,-20%,-4
Cc1cccc(C(=O)N(NC(=O)Oc2ccccc2)C(C)(C)C)c1,-2%,0%,-1%,5%,-4,6%,3,-12%,0%,-4%,-8
O=C(Nc1cc(Cl)ccc1N1CCOCC1)c1ccc(Br)o1,0.56µM*,3.2µM*,1%,0.85µM*,nt,-1%,3,?,1.2µM*,?,nt
O=C(CNC(=S)N(CCCN1CCOCC1)Cc1cccs1)NCCCN1CCOCC1,-1%,0%,1%,2%,1,-2%,7,-8%,0%,0%,15
CC1CCc2c(sc3ncnc(SCC(=O)N(C)C4CCS(=O)(=O)C4)c23)C1 (centres undefined),nt,nt,7%,nt,nt,2%,5,nt,-2%,nt,9
CCN(CC)S(=O)(=O)c1cc(OC)ccc1N=Nc1ccc(O)c2ncccc12,-40%[inhibitor],-33%[inhibitor],-7%,-4%,-1,?,-5,1.3µM*,9%,1.3µM*,1
COCC1CCN(c2nc3nonc3nc2N2CCSCC2)C1 (centres undefined),-2%,-5%,3%,0%,0,0%,?,0%,0%,-4%,35
CCCc1[nH]nc2c1C(CCc1ccccc1)C(C#N)=C(N)O2 (centres undefined),-4%,-2%,1%,0%,-5,2%,-13,-20%,-1%,9%,-10
COc1cc(/C=N/N2C(=O)CSC2=S)ccc1O,10%,-1%,2%,?,0,-4%,2,3%,2%,1%,4
Cn1c(=O)n(C)c2cc([N+](=O)[O-])c(N3CCN(C(=O)c4ccccc4Br)CC3)cc21,-16%,-18%,0%,3%,-4,-6%,-2,29%,-11%,7%[10 µM],16
CS(=O)(=O)NCc1nnc(SCc2ccccc2C(F)(F)F)o1,-1%,1%,2%,-4%,9,-2%,-11,16%,-1%,-8%,-1
CN(CC(=O)Nc1ccc(N2CCOCC2)cc1)CC(=O)Nc1ccc(Cl)cc1[N+](=O)[O-],0%,1%,-8%,-10%,2,-5%,-10,12%,1%,-5%,-6
COCCNC(=O)CN1C(=O)NC2(CCCc3ccccc32)C1=O (centres undefined),9%,-3%,0%,0%,-1,0%,1,-23%,-2%,3%,-2
CN1CCN(S(=O)(=O)c2ccc(NC(=O)COc3ccccc3)cc2)CC1,-8%,-5%,-17%,1%,4,6%,-3,-4%,-2%,4%,-1
CCOC(=O)c1c(C)[nH]c(C)c1C(=O)CSc1nc2ccccc2n1CCOC,-1%,1%,0%,2%,7,-2%,3,?,-5%,?,3
O=C(CNCc1cccc2ccccc12)Nc1ccccc1[N+](=O)[O-],3%,-1%,9%,?,-1,5%,-7,9%,4%,-6%,-21
Cc1cc(=O)oc2cc(OCC(=O)N3CC[C@@]4(O)CCCC[C@H]4C3)ccc12,-2%,1%,-6%,2%,2,14%,11,3%,6%,-3%,0
Cc1ccc(CNC(=O)C2CCN(c3nn4c(=O)cc(C)nc4s3)CC2)cc1,-1%,-1%,-1%,-12%,5,-1%,-4,-1%,0%[9.26 µM],3%,-2
O=C(C(Cc1ccccc1)n1cccc1)N1CCN(Cc2ccccc2)CC1 (centres undefined),-11%,0%,-2%,1%,1,-14%,-1,11%,-4%,-3%,-3
O=C(CSCc1ccc(Cl)cc1)Nc1ccccc1C(=O)N1CCOCC1,-5%,1%,-6%,0%,2,5%,1,11%,0%,-6%,1
CCCCC(=O)Nc1cccc(NC(=O)c2ccccc2Br)c1,-7%,6%,0%,-16%,-1,-4%,-1,6%,2%,30%,0
Cc1ccc(CSCCNC(=O)CN(c2cccc([N+](=O)[O-])c2)S(C)(=O)=O)cc1,2%,-1%,-1%,-1%,-2,-13%,-11,11%,-10%,6%,-2
C=CCNC(=O)NC(=O)COC(=O)/C(C#N)=C/c1ccc(OC)cc1,0%,-5%,2%,-5%,-2,2%,-2,10%,1%,3%,8
O=C(NCCN1CCCCC1)c1cccc2c1C(=O)c1ccc(N3CCCC3)cc1S2(=O)=O,nt,nt,0%,nt,nt,-14%,?,nt,0%,nt,8
CCCCCCCCC#Cc1nc(C)ccc1OC,nt,nt,2%,nt,2,6%,?,-69%[96.6 µM],11%,?,0
CCOc1ccc(NC(=O)COc2ccc(C(=O)NCc3cccc(OC)c3)cc2OC)cc1,-7%,-3%,2%,-2%,nt,6%,29,nt,0%,nt,-1
Cc1cc(C)cc(CC2CC(=O)N(c3ccc4c(c3)OCCO4)C2=O)c1 (centres undefined),-2%,-7%,22%,-4%,2,2%,-1,38%,5%,0%,-8
